TAAR1 antag = antagonists of human TAAR1 | Q96RJ0 | CHO RD-HGA16 TAAR1, Fluo-8 calcium fluorescence, antagonist | inhibition, % at 3 µM | hit rate 1.5% among 360,000 | AID 624466;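 active = inhibition above a per-plate cutoff, the mean inhibition of test compounds on that plate plus 3 SD, cut at about 49% in these data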;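 also: 0% = DMSO plus EC80 beta-PEA response and 100% = DMSO alone without agonist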
Target sequence (Q96RJ0 whole entry, looked up): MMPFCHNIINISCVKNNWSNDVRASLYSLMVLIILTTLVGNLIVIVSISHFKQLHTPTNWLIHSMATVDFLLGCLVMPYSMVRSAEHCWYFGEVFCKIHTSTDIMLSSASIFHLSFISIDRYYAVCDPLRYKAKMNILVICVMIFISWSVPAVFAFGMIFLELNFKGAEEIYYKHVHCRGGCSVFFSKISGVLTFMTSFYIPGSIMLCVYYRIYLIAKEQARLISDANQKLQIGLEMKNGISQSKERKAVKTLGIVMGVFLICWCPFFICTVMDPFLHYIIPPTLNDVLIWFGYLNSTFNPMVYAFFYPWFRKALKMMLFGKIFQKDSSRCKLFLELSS
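Test system: RD-HGA16 CHO cells with stable hTAAR1 and Gα16 / Probe or stimulus: EC80 β-phenethylamine stimulus / Times: seeding 17-24 h prior, 75-min 37 °C, 30-min RT dye loading / Detection: Fluo-8 calcium-sensitive fluorescence / Read-out basis: % inhibition scaled between DMSO and EC80 PEA controls / Repeats: singlicate, one well per test compound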
CHO parental Ca = counter-screen: ATP calcium response change in parental CHO cells; parental CHO-K1, ATP-induced calcium, Fluo-8 fluorescence; inhibition, % at 5.6 µM; hit rate 0.63% among 330,000; AID 463079;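 active = inhibition above that plate's mean sample inhibition plus 3 SD, cut at about 26% in these data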;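 also: 0% = ATP-challenged DMSO wells and 100% = DMSO wells without ATP; some compounds past the cut are filed as inactive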
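Assay system: untransfected parental CHO cell line. Also added: ATP agonist challenge. Dosing: one dose, 5.6 µM nominal. Measured by: Fluo-8 fluorescence. Read-out: % inhibition. Benchmarks: ATP wells versus no-ATP DMSO wells. Repeats: no replicates.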
CHRM1 antagonist = antagonists of human M1 muscarinic receptor; CHO-K1 hM1, Fluo-8 calcium fluorescence, ACh EC80 antagonist; inhibition, % at 3 µM; hit rate 1.3% among 360,000;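 active = percent inhibition above its own plate's cutoff, namely the mean of that plate's compound wells plus 3 SD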;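 also: peak over basal fluorescence ratio during 140 s after agonist addition; 0% = ACh EC80 plus DMSO and 100% = DMSO alone without agonist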
Target sequence (P11229 whole entry, looked up): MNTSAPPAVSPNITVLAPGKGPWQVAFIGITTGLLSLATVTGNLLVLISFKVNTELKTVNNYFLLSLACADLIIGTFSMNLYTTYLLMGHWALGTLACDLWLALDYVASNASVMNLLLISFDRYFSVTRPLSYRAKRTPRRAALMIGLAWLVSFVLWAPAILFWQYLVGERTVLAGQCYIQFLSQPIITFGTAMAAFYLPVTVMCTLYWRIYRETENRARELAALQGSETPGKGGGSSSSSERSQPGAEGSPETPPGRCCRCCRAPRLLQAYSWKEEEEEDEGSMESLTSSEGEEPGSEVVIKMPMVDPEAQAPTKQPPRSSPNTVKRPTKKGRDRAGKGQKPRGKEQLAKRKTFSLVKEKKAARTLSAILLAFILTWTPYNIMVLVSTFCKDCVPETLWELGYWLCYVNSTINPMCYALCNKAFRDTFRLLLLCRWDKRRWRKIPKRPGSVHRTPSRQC
CHO-K1 Ca antag = M1 antagonist counterscreen hit in parental CHO-K1 cells; ATP-induced calcium, Fluo-8 fluorescence; inhibition, % at 3 µM; hit rate 0.6% among 360,000; AID 602250;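 active = inhibition above a per-plate cutoff, the plate's mean sample inhibition plus 3 SD, cut at about 24% in these data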;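 also: 0% = DMSO plus EC80 ATP and 100% = DMSO alone without ATP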
CHO-K1 Ca PAM = M1 PAM counterscreen hit in parental CHO-K1 cells | ATP EC20, Fluo-8 calcium fluorescence; 0% at ATP EC20, 100% at ATP max | activation, % at 3 µM | hit rate 0.02% among 360,000 | AID 602247;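 active = activation above the run cutoff, the mean activation of all test compounds plus 3 SD, cut at about 40% in these data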;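 also: peak over basal fluorescence ratio in a 140 s read after ATP addition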
OXTR potentiator = potentiators of human oxytocin receptor. P30559. CHO-OTR cells, Fluo-8 calcium fluorescence, potentiator mode; 0% = oxytocin EC15, 100% = EC100. activation, % at 3 µM. hit rate 0.061% among 320,000;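 active = activation above that plate's cutoff, the mean activation of tested compounds plus 3 SD, cut at about 6.6% in these data, passing the limit was not always enough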;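 also: 100% uses oxytocin at 75 nM as the full agonist control; some results filed as inactive read as strong as hits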
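assay system = CHO-OTR cells, human receptor | schedule = compound 6 min at room temperature before oxytocin, 100 s read | detection = Fluo-8 intracellular calcium fluorescence, ex 470-495, em 515-575 nm | evaluation = normalized max/min fluorescence ratio, % activation | control set = EC15 oxytocin alone as 0%, 75 nM oxytocin (EC100) as 100%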
CHRM1 agonist = human M1 muscarinic receptor agonism | P11229 | CHO-K1 hM1, Fluo-8 calcium fluorescence, agonist mode; 0% DMSO, 100% acetylcholine EC100 | activation, % at 3 µM | AID 588814 | hit rate 0.33% among 360,000;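 active = activation above the run's mean compound activation plus 3 SD, cut at about 16% in these data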;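 also: peak over basal fluorescence ratio within a 140 s kinetic read after compound addition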
TAAR1 ag = agonists of human TAAR1; Q96RJ0; CHO RD-HGA16 TAAR1, Fluo-8 calcium fluorescence; vehicle wells 0%, saturating PEA agonist 100%; activation, % at 3 µM; hit rate 0.99% among 360,000;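 active = activation above the mean activation of all test compounds in the run plus 3 SD, cut at about 38% in these data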
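test system = CHO RD-HGA16 cells carrying human TAAR1 plus Gα16 | schedule = 17-24 h seeding, 75 min 37 °C dye, 30 min RT | compound dosing = 3 µM single concentration | control set = DMSO and PEA EC100 | replicates = n 1 | signal = Fluo-8 fluorescence, 5 s baseline then 140 s kinetic read | measure = percent activation vs PEA EC100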
CHO-K1 Ca ag = M1 agonist counterscreen hit in parental CHO-K1 cells. Fluo-8 calcium fluorescence; scaled to maximal ATP response, vehicle zero. activation, % at 3 µM. hit rate 0.48% among 360,000. AID 602248; in the data active = activation above about 15%;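 also: untransfected CHO-K1 host cells lacking M1 receptor as counterscreen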
Starred values were filed as active, the others as inactive; nt = no result given.

entry	SMILES	TAAR1 antag	CHO parental Ca	CHRM1 antagonist	CHO-K1 Ca antag	CHO-K1 Ca PAM	OXTR potentiator	CHRM1 agonist	TAAR1 ag	CHO-K1 Ca ag
1	CC(Sc1nc(N(C)C)nc(N2CCOCC2)n1)C(=O)Nc1ccccc1 (stereo not drawn)	-8	-25	-27	0	-2	-6	-2	6	-0.2
2	N#Cc1ccsc1NC(=O)CCc1ccccc1	-5	-1	-6	-10	16	0	-2	1	0.6
3	NC(=S)Nc1ccc(Oc2ccc(NC(N)=S)cc2)cc1	-2	0	-28	-12	5	-4	3	14	0.7
4	COc1cc(NC(=O)COC(=O)C=C(C)C)c(C)cc1[N+](=O)[O-]	-2	-17	7	-8	1	-11	-5	-1	3.2
5	CCn1cc(C2C3=C(CC(C)(C)CC3=O)N(c3ccccc3)C3=C2C(=O)CC(C)(C)C3)c(C)n1	-19	-22	-7	-7	7	-2	-4	0	0.1
6	CC1(Oc2cnc(Cl)c3ccccc23)CCN(Cc2ccc(OC(F)(F)F)cc2)C1 (stereo not drawn)	-20	nt	-4	-9	6	nt	-8	3	1.0
7	CCOc1ccc(N=C(NN)c2ccc3ccccc3n2)cc1	12	-33	-5	-3	15	-3	-10	0	0.5
8	CCN(CC)C(=O)CC(c1ccc(N(C)C)cc1)c1c(OC)cc(OC)c2ccc(=O)oc12 (stereo not drawn)	-6	-17	-5	-11	20	-2	-1	14	0.2
9	Cn1c(=O)c2sccc2n2c(CCCC(=O)N3CCN(c4ccccn4)CC3)nnc12	-9	2	-2	-12	13	3	-4	2	1.1
10	O=c1[nH]c(CSc2nnnn2-c2ccccc2)nc2ccccc12	12	-11	-2	-11	13	-16	-1	11	0.8
11	CCCCCCNC(=O)Cc1nc2nc(C)cc(C)n2n1	15	-3	-6	-9	21	1	-5	11	0.0
12	Cc1ccc(CNC(=O)CCC(=O)Nc2nnc(C3CCCCC3)s2)cc1	-24	-27	0	-4	2	-3	-3	1	0.1
13	CCCc1cc(=O)oc2cc(C)cc(OCC(=O)NCc3ccncc3)c12	-7	-15	-3	-5	10	-2	-1	1	0.4
14	C/C(=N\N1CCN(C2c3ccccc3-c3ccccc32)CC1)c1ccco1	-11	-25	2	11	-9	-3	-9	8	0.1
15	CC(OC(=O)CCC1CCCC1)C(=O)Nc1ccccc1[N+](=O)[O-] (stereo not drawn)	-20	-19	-12	2	22	-2	-4	1	0.4
16	COCCN1Cc2cccc(C(=O)Nc3cccc(OC)c3)c2C1=O	3	-21	9	9	-8	-9	-3	14	1.5
17	COc1cccc(CN(C)C(=O)c2ccc(NS(=O)(=O)c3ccc(F)cc3)cc2)c1OC	-8	-11	-13	-4	-6	-11	4	7	1.9
18	Cc1nn(-c2ccccc2)c(NC(=O)c2cccs2)c(-c2ccc(Cl)cc2)c1=O	-17	-14	-4	-4	19	2	-8	1	0.4
19	C[C@H](CO)N1C[C@H](C)[C@H](CN(C)C(=O)Nc2ccc(C(F)(F)F)cc2)Oc2c(NC(=O)c3ccncc3)cccc2C1=O	3	-11	-5	1	-9	-3	-10	8	-0.2
20	CCOc1ccc(N(CC(=O)Nc2ccccc2OC)S(=O)(=O)c2ccccc2)cc1	-2	nt	-6	3	11	nt	8	3	18*
21	Cc1nc(-c2cccc(NC(=O)c3cc4cc(Br)ccc4oc3=O)c2)cs1	22	-18	2	8	-3	-7	-1	-1	0.2
22	CN(CCC1CCOCC1)C(=O)CC1C(=O)NCCN1Cc1cccc(F)c1 (stereo not drawn)	-12	-12	-8	0	-4	-5	-2	3	0.2
23	Cc1cccc(C)c1OCC(O)CN (stereo not drawn)	-16	-13	-20	3	-3	-8	-1	41*	0.1
24	CN1CCN(C(=O)C2=C[C@H](c3ccccc3)C[C@H](OCc3ccc(CO)cc3)O2)CC1	-2	-10	17	7	-11	-1	-6	7	0.2
25	Cc1cc(=O)[nH]c(-c2ccc(Cl)cc2)n1	-13	-10	18	1	5	1	-3	7	4.9
26	Cc1nc2cc(-c3ccc(F)cc3)[nH]n2c(=O)c1C	-7	42*	-6	-5	-1	-8	-4	0	-0.1
27	O=C(COC(=O)CCNS(=O)(=O)c1cccc(C(F)(F)F)c1)NC(=O)NC1CCCCC1	-7	2	12	4	-3	-8	-2	6	3.4
28	COc1ccc(N2C(=S)NC3c4cc(Cl)ccc4OC2(C)C3C(=O)N(C)C)cc1 (stereo not drawn)	-18	-15	-5	-4	9	-4	-1	1	0.5
29	CSc1nc2ccccc2n1Cc1c(Cl)cccc1Cl	46	-19	21	12	-7	-14	-6	4	0.0
30	COc1ccc(N2CCN(Cc3nc(Cc4cccc(F)c4)no3)C(C)C2)cc1 (stereo not drawn)	9	-9	3	-8	6	-10	-6	0	4.0
31	CCOC(=O)c1c(C)n(C)c2c1cc(OC(C)=O)c1ccccc12	-3	-6	-16	-4	14	-15	-4	-1	1.2
32	CCN(CC)S(=O)(=O)c1ccc(NS(=O)(=O)c2cccc(C)c2)cc1	5	-6	-16	-8	15	-13	-1	12	0.8
33	COC(=O)c1sccc1NC(=O)/C=C/c1ccc(Cl)cc1Cl	-6	0	-6	-5	13	-2	-2	6	-0.2
34	Cc1ccsc1C(=O)N1CCCC(N2CCN(c3cccc(Cl)c3)CC2)C1 (stereo not drawn)	-19	-8	-13	-16	16	-3	-3	1	3.8
35	Cc1ccc(/C(=N\S(=O)(=O)c2ccc(Br)cc2)Nc2ccccc2C)cc1	14	-13	-5	9	-16	-10	-3	-1	-0.5
36	CCOC(=O)c1cccc(NC(=O)C2CCCN(S(=O)(=O)c3c(C)n[nH]c3C)C2)c1 (stereo not drawn)	10	-3	2	1	7	-12	-4	2	0.5
37	CCC1CCC/C1=N\NC(=O)c1ccccc1Cl (stereo not drawn)	1	-1	-3	-5	5	-7	-1	1	0.5
38	Cc1nn(Cc2noc(C(=O)NC3CCC(C)CC3)n2)c(C)c1Br (stereo not drawn)	-18	-18	-4	-13	16	-16	-4	2	0.9
39	COc1ccc(N2CCN(C(=O)CCCNC(=O)Cn3cnc4sc(C)c(C)c4c3=O)CC2)cc1	-33	-33	-1	4	-14	-5	-3	0	1.0
40	CCS(=O)(=O)CCSC(=N)N	5	-6	-1	-17	20	-1	-1	3	0.0
41	Cc1c(NC(=O)COC(=O)Cc2ccc(Br)cc2)c(=O)n(-c2ccccc2)n1C	-2	-12	4	-7	-12	-4	-5	0	3.4
42	C[C@H]1COC(=O)[C@H](CC(=O)OC(C)(C)C)C/C=C\C[C@@H](CC(=O)N(CCO)Cc2ccccc2)C(=O)N1	0	-8	-13	-4	7	1	0	3	-0.5
43	CN(Cc1ccccc1)C(=O)c1csc([C@@H]2O[C@H](CO)[C@@H](O)[C@H]2O)n1	-2	nt	-8	4	0	nt	-4	1	0.1
44	CC(=O)Nc1ccc(C(=O)COC(=O)CCN2C(=O)C3CC=CCC3C2=O)cc1 (stereo not drawn)	-34	5	-5	6	2	-5	-1	3	0.7
45	CCOc1c(S(=O)(=O)NC2CC(C)(C)NC(C)(C)C2)ccc(Cl)c1Cl	5	-27	-5	-9	16	-5	-7	2	0.5
46	O=C(CNS(=O)(=O)c1ccc(Br)s1)N1CCN(c2ncccn2)CC1	-7	nt	-15	-24	22	nt	-1	1	2.3
47	CCOc1ccc(S(=O)(=O)N2CCOCC2)cc1NC(=O)CN1C(=O)NC(CC)(c2ccccc2)C1=O (stereo not drawn)	-5	-16	6	0	3	-2	-3	3	1.5
48	CC(=O)c1ccc(NC(=O)CCc2nnc3ccc(N4CCC5(CC4)OCCO5)nn23)cc1	-16	-2	1	-11	16	1	-3	3	1.7

Quoted at random: 2 entries already listed
entry	SMILES	TAAR1 antag	CHO parental Ca	CHRM1 antagonist	CHO-K1 Ca antag	CHO-K1 Ca PAM	OXTR potentiator	CHRM1 agonist	TAAR1 ag	CHO-K1 Ca ag
42	C[C@H]1COC(=O)[C@H](CC(=O)OC(C)(C)C)C/C=C\C[C@@H](CC(=O)N(CCO)Cc2ccccc2)C(=O)N1	0	-8	-13	-4	7	1	0	3	-0.5
47	CCOc1ccc(S(=O)(=O)N2CCOCC2)cc1NC(=O)CN1C(=O)NC(CC)(c2ccccc2)C1=O (stereo not drawn)	-5	-16	6	0	3	-2	-3	3	1.5

(further entries)
entry	SMILES	TAAR1 antag	CHO parental Ca	CHRM1 antagonist	CHO-K1 Ca antag	CHO-K1 Ca PAM	OXTR potentiator	CHRM1 agonist	TAAR1 ag	CHO-K1 Ca ag
49	c1cc(CNc2ccc3c(c2)OCCO3)ccn1	-15	-13	-33	-10	-1	-13	-1	3	0.0
50	CCOc1ccccc1CN1CCN(C2CCN(c3ccccc3F)CC2)CC1CCO (stereo not drawn)	-12	-19	-15	-6	15	0	-10	5	0.3
51	CCOC(=O)c1cccc(C2=CC(=O)C[C@H](c3ccc(OC)cc3)C2)c1	nt	-28	-2	-16	16	-5	-5	nt	-0.2
52	Cc1ccn2c(c1)nc(=O)c1cc(S(=O)(=O)N3CCOCC3)ccc12	-7	1	-7	-19	14	-2	-6	1	1.3
53	C#CCNc1cc(C)nc2ncnn12	18	1	0	5	-11	-1	-2	4	0.2
54	COc1ccc(C(=O)C(C)OC(=O)c2cccc(S(=O)(=O)Nc3c(C)n(C)n(-c4ccccc4)c3=O)c2)cc1 (stereo not drawn)	-15	-21	-14	-12	16	-2	-5	2	0.0
55	Cn1cnc([N+](=O)[O-])c1Oc1ccc2ccccc2c1	-11	-5	-13	-12	16	-6	-1	3	1.6
56	O=C(Cc1cccs1)N(Cc1cccs1)C1(C(=O)NC2CCCCC2)CCCCC1	12	-15	1	-4	8	-9	-2	9	0.1
57	CN(CCO)c1nc2c(c(=O)n(Cc3ccc(Cl)cc3)c(=O)n2C)n1C	-5	-9	1	-6	-27	-16	-4	4	2.2
58	Cc1ccc(N(C(=O)Cn2nnc3ccccc32)C(C(=O)NC2CCCCC2)c2cn(C)nc2C)cc1 (stereo not drawn)	4	-8	-7	-20	16	-1	-10	0	0.1
59	CC(C)(c1ccccc1)c1ccc(OCC(O)CNC2CCN(Cc3ccccc3)CC2)cc1 (stereo not drawn)	10	10	4	-1	16	-20	4	29	9.1
60	Cc1cc(=O)oc2cc(OCc3ccc(C(=O)OCC(=O)NC4CCS(=O)(=O)C4)cc3)ccc12 (stereo not drawn)	-8	-3	-3	-8	-7	2	-3	1	0.8
61	COc1ccc(N(CC(=O)Nc2ccccc2F)S(=O)(=O)c2ccc(C)c([N+](=O)[O-])c2)cc1	5	-12	-8	3	11	-32	2	2	1.0
62	COc1ccc(C(=O)Nc2sc(C)c(-c3ccccc3)c2C#N)cc1OC	11	-21	-5	-3	10	-8	1	17	0.3

From PubChem
